TRHR enhancer: allosteric enhancers of human TRH receptor; P34981; enhancement, % at 2 µM; 360,000 compounds, 0.66% hits; TRHR cells, fluo-8 calcium fluorescence, EC20 TRH enhancement; in the data active means enhancement above about 30%; further: 0% is about no effect
Target sequence (P34981 whole entry, looked up): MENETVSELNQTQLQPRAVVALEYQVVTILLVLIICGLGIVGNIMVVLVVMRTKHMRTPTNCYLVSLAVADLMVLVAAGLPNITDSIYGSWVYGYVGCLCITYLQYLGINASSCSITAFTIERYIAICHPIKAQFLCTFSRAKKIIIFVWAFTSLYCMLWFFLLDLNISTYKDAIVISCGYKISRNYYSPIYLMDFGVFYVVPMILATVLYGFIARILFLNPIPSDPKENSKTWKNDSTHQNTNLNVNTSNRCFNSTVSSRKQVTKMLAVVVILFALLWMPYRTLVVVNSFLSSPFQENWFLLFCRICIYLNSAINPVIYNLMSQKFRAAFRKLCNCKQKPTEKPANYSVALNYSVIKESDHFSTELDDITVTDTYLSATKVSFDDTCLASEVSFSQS
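TRHR-expressing cells loaded with fluo-8 calcium dye were read kinetically (ex 480/em 530) during compound addition, then stimulated with an EC20 of TRH (10 nM final). Enhancement of the Gq-mediated intracellular calcium response was scored.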
D1 potentiator: enhances dopamine response at the human D1 receptor. P21728. HEK293 TREx D1 cells, calcium flux, dopamine EC20 potentiation. potentiation, % at 10 µM. 360,000 compounds, 0.036% hits; in the data active means potentiation above about 30%; further: 0% is about no effect
Target sequence (P21728 whole entry, looked up): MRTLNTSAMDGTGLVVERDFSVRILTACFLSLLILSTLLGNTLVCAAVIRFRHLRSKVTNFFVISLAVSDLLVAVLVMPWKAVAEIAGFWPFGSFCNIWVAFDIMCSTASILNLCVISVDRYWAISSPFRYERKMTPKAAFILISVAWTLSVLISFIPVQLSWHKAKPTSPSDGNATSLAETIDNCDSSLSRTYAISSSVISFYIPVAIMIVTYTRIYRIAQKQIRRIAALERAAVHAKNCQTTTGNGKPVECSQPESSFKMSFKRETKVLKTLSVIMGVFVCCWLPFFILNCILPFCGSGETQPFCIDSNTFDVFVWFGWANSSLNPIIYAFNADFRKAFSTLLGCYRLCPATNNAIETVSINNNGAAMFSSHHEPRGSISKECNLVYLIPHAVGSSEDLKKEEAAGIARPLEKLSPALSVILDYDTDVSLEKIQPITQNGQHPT
D2 antagonist: antagonists of human D2 dopamine receptor | P14416 | HEK293 TREx D2 cells, calcium flux, dopamine EC80 | inhibition, % at 10 µM | 340,000 compounds, 2% hits | AID 485344; in the data active means inhibition above about 30%; further: 0% is about no effect
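In this primary screen, negative modulation is detected by tracking calcium flux after an EC80 dopamine challenge in inducible HEK293 T-REx D2 cells preexposed to test compound for 180 s.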
D2 potentiator: positively modulates the human D2 dopamine receptor allosterically; P14416; potentiation, % at 10 µM; HEK293 T-REx D2, calcium flux, EC20 dopamine potentiation; 340,000 compounds, 0.34% hits;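 active means potentiation over 3 SD above the plate norm, cut at about 30% in these data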; further: 0% is about no effect
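Primary screen. Calcium kinetics in induced HEK293 T-REx D2 cells: compound pre-addition 180 s, EC20 dopamine, 180 s more.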
RXFP1 antag: blocks the human relaxin receptor RXFP1 | 350,000 compounds, 0.59% hits | HEK293-RXFP1, relaxin-stimulated cAMP HTRF, 30 min; stronger effect = lower value | activity change, negative = inhibition, % at 57.5 µM | AID 1259400;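 active means activity change of -60% or lower, but not beyond a set lower limit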; further: on the % scale 0 is the no-effect control and ±100 the full control effect
D2 agonist: agonists of human D2 dopamine receptor; P14416; HEK293 T-REx D2 cells, calcium flux agonist mode; activation, % at 2 µM; 340,000 compounds, 0.53% hits;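 active means activation over 3 SD above normal in the single-dose calcium agonist read, cut at about 30% in these data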; further: 0% is about no effect
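Calcium-flux readout, 1 cycle/sec over 180 s following compound pin transfer, in inducible HEK293 Trex D2 cells (force-coupled); dopamine controls included. Positive calcium responses during this window marked compounds as potential agonists.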
D1 agonist: human D1 receptor agonism; activation, % at 2 µM; AID 504660; P21728; 360,000 compounds, 1% hits; HEK293 T-REx D1 cells, calcium flux, agonist mode; further: 0% is about no effect
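Agonism was scored from calcium flux recorded over 180 s (1 read/s) after pintool compound addition, following a 10-cycle baseline. Cells were inducible force-coupled HEK293 TREx D1, plated overnight at 30 C and loaded with no-wash calcium dye.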
D1 antagonist: antagonists of human D1 dopamine receptor; P21728; HEK293 TREx D1 cells, calcium flux, dopamine EC80; stronger effect = lower value; activity change, negative = inhibition, % at 10 µM; 360,000 compounds, 3.2% hits; in the data active means activity change below about -30%; further: on the % scale 0 is the no-effect control and ±100 the full control effect
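Calcium flux readout: force-coupled, inducible Hek293 Trex D1 line, cells induced overnight at 30 C with tetracycline, dye-loaded 30–90 min at RT. Antagonism scored against EC80 dopamine challenge given 180 s after compound.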
TRHR ag: TRH receptor (human) agonism; P34981; TRHR cells, calcium flux fluo-8, FDSS agonist mode; activation, % at 2 µM; 360,000 compounds, 0.18% hits; further: 0% is about no effect
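Agonist-mode FDSS calcium read (Ex 480/Em 530, 1 s cycles) in 1536-well TRHR cells with fluo-8 dye, after 10-cycle baseline and 23 nL compound addition; TRH at EC20 (10 nM final) added afterwards for the enhancer phase.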
* hit, by the source's call; x = not tested or not shown; & = joins results of further samples. Unless noted, no stated cut-off is given here; in the data, active means activation above about 30%; inactive means the rest.

SMILES	TRHR enhancer	D1 potentiator	D2 antagonist	D2 potentiator	RXFP1 antag	D2 agonist	D1 agonist	D1 antagonist	TRHR ag
COC(=O)c1ccccc1NC(=O)c1cc(C)no1	1	-1	x	x	9	x	2	-5	-1.4
Cc1nn(-c2ccccc2)c(Cl)c1C(=O)Nc1ccccc1	-14	-1	-28	-12	-9	0.4	4	-6	-0.5
CCOc1ccc(C(=O)OCC(=O)Nc2nc(OC)cc(OC)n2)cc1OCC	4	5	10	-3	-6	-0.1	0	4	0.3
COc1ccc(S(=O)(=O)c2nnn(-c3ccccc3F)c2C)cc1	-4	-4	x	-5	x	-0.3	10	-8	-0.2
COC(=O)[C@H](CC(C)C)NCc1cccc(CN[C@@H](CC(C)C)C(=O)OC)c1	-2	-4	-1	10	x	-1.0	6	-7	0.7
Cc1cc(N2CCC(C(=O)Nc3ccccc3Cl)CC2)n2nc(C)c(-c3ccc(Cl)cc3)c2n1	2	1	x	-3	x	1.5	0	18	0.2
COc1ccc(/C=C/C(=O)NC(=S)NN2CCCCC2c2cccnc2)cc1 (centres undefined)	7	-6	-22	-7	18	-1.8	2	-16	-1.7
CCN1CCCc2cc(CN(CCN3CCOCC3)C(=S)Nc3ccccc3OC)ccc21	4	0	1	-2	5	-0.3	2	9	0.7
O=C(OCC(=O)N1CCN(S(=O)(=O)c2ccc(Cl)cc2)CC1)c1cc(Br)ccc1O	9	-12	-27	10	-4	1.0	1	7	0.3
CN(C)S(=O)(=O)c1ccc(Cl)c(NC(=O)COC(=O)CCSc2ccccc2)c1	2	-4	-7	2	-9	-1.0	6	-3	0.3
CCc1ccc(CSc2nc(-c3ccc(OC)cc3)nc3c2Cc2c(CO)cnc(C)c2O3)cc1	1	-5	x	1	-14	-0.4	1	-8	0.0
Cc1nc2sccn2c(=O)c1S(=O)(=O)Nc1ccc(N2CCOCC2)c(Cl)c1	-3&4	-8&-3	12	3&-1	-6&-16	2.5&0.4	20&14	-27&-21	0.9&2.1
CC(O)c1nc2ccc(C(=O)O)cc2[nH]1 (centres undefined)	2	3	-11	6	-5	-1.0	4	-2	1.2
CCOC(=O)C1=C(C)NC(C)=C(C(=O)OCC)C1C(=O)OCC(=O)NC(C)C	3	-5	-5	7	-10&-4	0.6	1	9	0.2
Cc1c(C(N)=O)sc2ncn(CCOc3ccccc3)c(=O)c12	-2	-3	-4	5	-7	3.1	5	-10	-0.2
CCOC(=O)NC(=O)COC(=O)c1ccc(O)cc1	-8	0	3	1	-1	2.3	3	19	0.2
CCCNC(=O)[C@@H]1CCCN1C(=O)C1CCN(S(=O)(=O)c2ccc(C)cc2)CC1	-2	-3	24	-11	-6	0.6	3	2	0.1
Cc1ccc(CN2C(=O)C3(c4ccccc42)N(c2cccc(C(F)(F)F)c2)C(=O)CS3(=O)=O)cc1 (centres undefined)	13	-1	x	-8	x	x	4	3	0.3
COc1ccc(CN2C(=O)C(O)(CC(=O)c3ccc4c(c3)OCO4)c3ccccc32)cc1OC (centres undefined)	13	-1	-5	-1	-4	0.1	3	-1	-0.2
C=CCOc1c(CNc2ncn[nH]2)cccc1OCC	-1	-6	-3	2	-14	0.5	2	9	0.2
COc1ccc(C(=O)OCC(=O)c2ccc(C3CCCCC3)cc2)cc1	1	-1	9	1	-9	0.7	2	0	0.6
COc1ccc(C(=O)N2CCN(C(=O)COc3ccc(Br)cc3)CC2)cc1OC	4	-3	x	9	-16	x	15	-2	-1.6
O=C(OCc1cc(=O)n2cc(Br)ccc2n1)c1ccc(Cl)c(S(=O)(=O)NCc2ccccc2)c1	1	-4	-9	-4	-12	0.5	3	-15	0.0
Cc1ccnc(SCC(=O)Nc2oc(-c3ccccc3)c(-c3ccccc3)c2C#N)n1	-15	6	8	5	1	0.7	2	11	0.1
CC(C)c1ccc(N(CC(=O)NN=C2CCN(C)CC2)S(=O)(=O)c2ccccc2)cc1	-2	-4	3	9	-5	1.0	3	4	12
CCN(CCCNC(=O)c1cn(CC)c2ccc(S(=O)(=O)N(C)C)cc2c1=O)c1cccc(C)c1	1	6	21	-4	-5	0.0	0	6	0.1
COc1ccc(C(=O)OCC(=O)c2ccc[nH]2)cc1	3	-1	6	4	-1	0.5	2	10	0.7
Cc1ccc(C)c(N2CCN(C(=O)c3ccc4c(c3)N(Cc3ccc(F)cc3)C(=O)c3ccccc3S4=O)CC2)c1 (centres undefined)	0	1	x	4	x	1.2	3	3	0.4
CC(C)N(C(=O)CSc1ccc(S(=O)(=O)N2CCCCC2)cn1)c1ccccc1	-4	-5	16	14	-4	-1.1	2	-37*	-0.6
COC(=O)c1cc(-c2ccc(OC)c(OC)c2)c2c(=O)[nH]c(=O)n(C)c2n1	-3&-4	-4&-1	4	-5&1	-2&-4	-0.8&0.0	1&-2	3&-2	-1.5&-2.3
CCN1C(=O)/C(=C2\SC(N3CCOCC3)=NC2=O)c2ccccc21	-13	-5	1	-3	4	0.0	0	-13	0.2
CC1(CCc2ccccc2)NC(=O)N(CC(=O)Nc2ccc(S(N)(=O)=O)cc2)C1=O (centres undefined)	-1	-3	2	-3	-3	1.9	3	-8	1.2
Cc1cc(-c2ccccc2)n2nc(C)c(-c3ccccc3)c2n1	0	11	2	-5	-17	-0.3	2	-4	0.6
Cc1ccc(NC(=S)N2CCN(C3CCCCC3)CC2)cc1	2	-3	x	x	9	x	1	-5	-0.3
COc1ccc(CCC(=O)Nc2ccc(Cl)c(S(=O)(=O)N3CCCC3)c2)cc1	5	-11	-17	-10	28	0.1	6	-6	0.5
O=C(CN(c1ccc(F)cc1)S(=O)(=O)c1ccccc1)NC1CC2CCC1C2 (centres undefined)	-5	-1	-14	13	14	0.6	2	-11	0.2
COc1ccc(/C=C/C(=O)Nc2ccc(OC)cc2[N+](=O)[O-])cc1	0	2	-6	2	-2	-0.4	5	-12	-0.6
CCOc1ccc(NS(=O)(=O)c2ccc3c(c2)N(C(C)=O)CCO3)cc1	8	0	-6	-7	-6	0.1	9	4	1.4
CCS(=O)(=O)N1CCC(n2c(C)nc3cccnc32)CC1	4	3	x	1	-3	0.2	1	12	0.3
CCCCn1c(SCC(=O)Nc2nnc(C)s2)nc2c1c(=O)n(C)c(=O)n2C	-5	1	2	5	2	0.6	0	-5	-0.1

No new results follow: entries from further up.
SMILES	TRHR enhancer	D1 potentiator	D2 antagonist	D2 potentiator	RXFP1 antag	D2 agonist	D1 agonist	D1 antagonist	TRHR ag
CC1(CCc2ccccc2)NC(=O)N(CC(=O)Nc2ccc(S(N)(=O)=O)cc2)C1=O (centres undefined)	-1	-3	2	-3	-3	1.9	3	-8	1.2
Cc1cc(-c2ccccc2)n2nc(C)c(-c3ccccc3)c2n1	0	11	2	-5	-17	-0.3	2	-4	0.6
Cc1ccc(NC(=S)N2CCN(C3CCCCC3)CC2)cc1	2	-3	x	x	9	x	1	-5	-0.3
COc1ccc(CCC(=O)Nc2ccc(Cl)c(S(=O)(=O)N3CCCC3)c2)cc1	5	-11	-17	-10	28	0.1	6	-6	0.5
O=C(CN(c1ccc(F)cc1)S(=O)(=O)c1ccccc1)NC1CC2CCC1C2 (centres undefined)	-5	-1	-14	13	14	0.6	2	-11	0.2
COc1ccc(/C=C/C(=O)Nc2ccc(OC)cc2[N+](=O)[O-])cc1	0	2	-6	2	-2	-0.4	5	-12	-0.6
CCOc1ccc(NS(=O)(=O)c2ccc3c(c2)N(C(C)=O)CCO3)cc1	8	0	-6	-7	-6	0.1	9	4	1.4

Continuation.
SMILES	TRHR enhancer	D1 potentiator	D2 antagonist	D2 potentiator	RXFP1 antag	D2 agonist	D1 agonist	D1 antagonist	TRHR ag
CC(C)CCOc1ccc(C2N=C(N)Nc3nc4ccccc4n32)cc1 (centres undefined)	5	-4	x	25	-29	x	0	11	-3.1
O=C(CSc1ccccc1C(=O)O)Nc1ccc2c(c1)OCO2	3	-1	-1	-2	7	1.1	4	2	0.2
Cc1c(Cl)cccc1NC(=O)CCN1CCCCCC1	9	-9	21	-17	10	0.1	3	6	0.2
CN(C)c1ccc(C(=S)NC2CCCCC2)cc1	3	-1	13	-2	1	-0.1	1	2	-1.0
c1ccc(-c2nc3ccccc3c3nc4ccccc4n23)cc1	-4	-2	1	16	-2	-0.8	1	-14	0.0
O=C(NCc1ccccc1)c1ccc(CS(=O)(=O)c2ccc(Br)cc2)o1	-5	-10	x	x	10	x	10	-26	0.7
O=C(O)c1cc(-c2ccc(Cl)cc2)n(-c2cccc(Cl)c2)n1	-1	0	-13	-8	-11	0.9	2	3	1.6
O=C(Nc1cccc(F)c1)c1cc(S(=O)(=O)N2CCC3(CC2)OCCO3)ccc1F	-4	-4	8	4	x	0.6	4	-17	0.2
CCc1ccc(Oc2c(C(F)(F)F)oc3c(CN4CCC(C)CC4)c(O)ccc3c2=O)cc1	1	-5	x	4	x	0.4	2	15	-0.6
Cc1cc(Br)ccc1NC(=O)Cn1cnc2sc(C)c(S(=O)(=O)N3CCN(C)CC3)c2c1=O	1	-1	x	14	-7	-0.3	2	-27	-0.8
CC1(C)CC(=O)C(C(N)=NC(=O)c2ccccc2)=C(O)C1	2	4	0	7	-13	-0.5	0	-8	-0.3
CC(C)Cn1c(N)c(C(=O)COC(=O)c2cccc(Cl)c2)c(=O)n(C)c1=O	-4	4	-2	1	-34	2.0	9	-6	1.0
COc1ccc(CCNC(=O)c2cc(C)nc3c2c(C)nn3-c2ccc(C)cc2)cc1OC	-2	-3	x	5	-10	-0.7	1	-5	-0.7
Cc1ccc(SCC(=O)O/N=C(\N)c2ccc([N+](=O)[O-])cc2)cc1	-8	-5	28	-10	-11	0.7	0	14	-0.3
COc1ccccc1C(=O)OCC(=O)Nc1cccc(S(=O)(=O)N2CCCC2)c1	-7	1	x	x	-13	x	6	-18	-0.1
Cc1cccc(NC(=O)c2ccc(F)c(S(=O)(=O)N(C)C3CCCCC3)c2)c1	-6	-1	x	-15	-17	0.3	1	4	0.8
COc1cc(C(=O)NC(=S)N(CCc2ccccc2)CCc2ccccc2)cc(OC)c1OC	0	0	-20	-5	6	-1.6	-1	-8	-0.6
COc1cccc(-c2nnc(NC(=O)c3ccco3)s2)c1	-1	-7	-7	-5	12	2.2	3	-12	1.7
CCOC(=O)Cn1c(=O)oc2cc(S(=O)(=O)NC(C)(C)CC)ccc21	-5	5	-8	-6	10	2.3	6	-8	0.3
O=C(OCc1nnc(-c2ccccc2)o1)c1ccc2ccccc2n1	-5	-4	-1	-8	-8	0.6	1	-3	-0.2
COc1cccc(-n2cc(C(=O)O)c3ccccc3c2=O)c1	7	-4	-3	8	-3	0.0	2	8	-0.7
COC(=O)c1ccn(Cc2ccccc2Cl)n1	5	0	7	2	-13	-1.2	9	-7	-0.9
CC(=O)Nc1ccc(NC(=O)CSc2ncnc3c2cnn3Cc2ccccc2)cc1	-4	1	10	-9	-20	0.6	3	-2	-0.3
CC(C)OC(=O)N(C)c1ccc(C(O)(C(F)(F)F)C(F)(F)F)cc1	3	-1	5	3	-2	0.4	4	-9	1.2
Cc1cc(Oc2ccccc2)nc(SCC(=O)Nc2ccccc2)n1	8	-9	-27	8	-16	-1.3	2	-8	-0.2
